KCNH2 3.1 inh – KCNH2 3.1 (human) potassium channel inhibition; U2OS KCNH2 3.1, thallium flux FluxOr; stronger effect = lower value; activity change, % (tested at about 1.8 µM); actives 0.95% (n = 340,000); AID 720553;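 active means maximum activity change below -70%; inconclusive means maximum activity change from -70% to -50%; inactive means maximum activity change above -50%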;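 further: thallium influx rate constant from kinetic fluorescence after stimulation buffer; on the % scale 0 is the no-effect control and ±100 the full control effect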
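Kinetic fluorescence (2 min after stimulation buffer) measures Tl+ influx through KCNH2 3.1 expressed by viral transduction in U2OS cells; the rate constant is normalized against DMSO controls serving as positive and negative references.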
AT treatment – candidate therapy for ataxia-telangiectasia | […] A-T fibroblasts, KAP-1 phosphorylation AlphaLISA; neocarzinostatin DNA damage 30 min before lysis | Potency, µM (doses to about 57.5 µM), for inactives: at the highest dose activation, most hits filed as activators | actives 0.19% (n = 320,000) | AID 485349; further: potency means the concentration at half of the fitted maximal effect; % of control where 0% means no effect; nearly all actives have a fitted effect of over 45% in size
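ATM-like activity read as KAP-1 phosphorylation via AlphaLISA donor/acceptor antibody pairs after lysis and 6 hr at 25C. Cells were ATM-null patient fibroblasts ([…], hTERT), dosed 60 min, then exposed to the DSB inducer NCS for 30 min.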
Mito fusion act – mitochondrial division inhibition or fusion activation; Potency, µM (highest dose often 46.1 µM), for inactives: at the top dose growth rescue (activation), usual class: activators; actives 0.23% (n = 320,000); S. cerevisiae fusion-defective mutant growth rescue, CellTiterGlo 48 h;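 further: potency means the concentration at half of the fitted maximal effect; % of control where 0% means no effect; nearly all actives have a fitted effect of over 45% in size; temperature-sensitive fusion mutants such as fzo1-1 at 37 °C on non-fermentable ethanol glycerol medium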
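Growth-rescue viability read-out: after 48 h at the non-permissive 37C in glycerol/ethanol YPEG, yeast mitochondrial fusion mutants are measured by CellTiterGlo luminescence; compounds (23 nl pinned per well) restoring growth score as division inhibitors or fusion activators.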
USP2a block – blocks human ubiquitin-specific protease USP2a; AID 463254; O75604; USP2 core, Ub-CHOP2 coupled fluorogenic reporter, 485/531; actives 0.01% (n = 330,000); Potency, µM (doses to about 38.3 µM), for inactives: at the highest dose activity change, negative = inhibition, most hits filed as inhibitors;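 further: potency means the concentration at half of the fitted maximal effect; plate controls were DMSO wells for no effect and full inhibition by NEM control for full effect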
Target sequence (O75604 whole entry, looked up): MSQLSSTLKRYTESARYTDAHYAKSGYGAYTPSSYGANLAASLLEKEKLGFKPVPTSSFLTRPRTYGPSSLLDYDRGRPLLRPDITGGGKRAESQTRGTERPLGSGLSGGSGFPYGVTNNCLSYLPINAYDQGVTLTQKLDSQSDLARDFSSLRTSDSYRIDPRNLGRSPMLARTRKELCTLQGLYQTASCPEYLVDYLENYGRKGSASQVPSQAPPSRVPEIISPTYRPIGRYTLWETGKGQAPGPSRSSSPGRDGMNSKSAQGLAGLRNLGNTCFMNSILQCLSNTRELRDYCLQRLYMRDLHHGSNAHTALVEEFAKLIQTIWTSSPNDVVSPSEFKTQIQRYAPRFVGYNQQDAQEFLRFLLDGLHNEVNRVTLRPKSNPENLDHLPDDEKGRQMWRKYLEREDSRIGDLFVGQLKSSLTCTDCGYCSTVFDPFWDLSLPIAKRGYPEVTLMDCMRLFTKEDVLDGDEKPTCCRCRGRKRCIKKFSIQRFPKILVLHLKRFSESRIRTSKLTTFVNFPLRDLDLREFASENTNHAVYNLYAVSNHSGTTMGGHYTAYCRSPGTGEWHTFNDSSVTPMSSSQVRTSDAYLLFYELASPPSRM
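Cell-free coupled assay: 10nM USP2 core preincubated 30min RT with compound in Tris-HCl pH 8.0/CaCl2/CHAPS buffer, then 25nM Ub-CHOP2 and 25nM reporter substrate; fluorescence (Ex 485/Em 531) read after 60min RT, normalized to NEM inhibition, concentration-response curves fitted.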
TSHR antagonist – antagonists of human thyroid stimulating hormone receptor. P16473. TSHR-expressing cells, TSH-stimulated cAMP HTRF, 2 h; stronger effect = lower value. activity change, negative = inhibition, % at 11.5 µM. actives 0.2% (n = 330,000). AID 504810;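 active means activity change below a set negative limit, meaning inhibition stronger than a set level, cut at about -70% in these data; inconclusive means activity change between two set negative limits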; further: on the % scale 0 is the no-effect control and ±100 the full control effect
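TSHR-expressing cells were treated with compounds, then stimulated with TSH at EC80 (4nM final) for 2 hours at 37 deg C. Cellular cAMP was measured by HTRF competition between lysate cAMP and cAMP-d2 for a cryptate-labelled anti-cAMP antibody.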
hERG WT inh – KCNH2 (human, wildtype) channel inhibition. U2OS, BacMam KCNH2, thallium flux FluxOr; stronger effect = lower value. activity change, % at 1.84 µM. actives 0.37% (n = 340,000);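 active means maximum activity change below -70%; inconclusive means maximum activity change between -70% and -50%; inactive means maximum activity change above -50%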; further: on the % scale 0 is the no-effect control and ±100 the full control effect
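U2OS cells transduced with wild-type KCNH2 virus are loaded with FluxOr dye for 45 min, and thallium flux is measured in kinetic reads before and after stimulation buffer. Rate constants are normalized to DMSO controls.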
TCR activator – activators of T cell receptors; Potency, µM (titrated, usually from 9.22 µM), for the others: top-dose activation of IL-2 secretion, hits mostly activators; primary human leukocytes, anti-CD3, IL-2 HTRF, 48 h; 330,000 tested, under 10 active; further: % of control where 0% means no effect
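Readout: HTRF IL-2, Eu-cryptate/d2 antibody pair, 320nm excitation, 665nm emission. Stimulus: a-CD3 beads, no co-stimulation. Cells: primary human leukocytes. Exposure: 48 hr with compound.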
TRPV1 agonist – human TRPV1 agonism. Q8NER1. TRPV1-expressing cells, Fluo-8 calcium influx, agonist mode. activation, % at 8.33 µM. actives 0.19% (n = 320,000). AID 540275; in the data active means activation above about 80%; inconclusive means between about 30% and that limit; further: 0% is about no effect
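TRPV1-expressing cells were cultured overnight at 35.5C and loaded with Fluo-8 calcium dye for 40 to 90 min at room temperature. After a 10 s baseline, compound was added and calcium influx was read kinetically for 3 min (ex 480/em 520 nm).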
Eya2 phos inh – blocks the phosphatase activity of human Eya2. O00167. recombinant Eya2, OMFP fluorescence dephosphorylation (OMFP is methylfluorescein phosphate). Potency, µM (titrated, usually from 76.9 µM), for the others: at the top dose activity, negative = inhibition, hits mostly inhibitors. actives 0.006% (n = 330,000); further: potency means the concentration at half of the fitted maximal effect; on the % scale 0 is the no-effect control and ±100 the full control effect
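Eya2 protein (added as 0.2 uM solution) was preincubated with compound for 10 min at ambient temperature in 50 mM HEPES pH 7.5, 50 mM NaCl, 5 uM MgCl2, 0.05% BSA, 1 mM DTT. OMFP (added at 50 uM) then reacted 10 min; fluorescence read at 485/525 nm.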
ELG1 repair inh – blocks ELG1-dependent DNA repair in HEK293T cells; HEK293T ELG1-luciferase reporter, luminescence, 16 h; DNA damage induced by 5-fluorouridine; Potency, µM (series often up to 46.1 µM), for the others: at the highest dose activity change, negative = inhibition, actives largely listed as inhibitors; actives 2.3% (n = 330,000); further: potency means the concentration at half of the fitted maximal effect; on the % scale 0 is the no-effect control and ±100 the full control effect; nearly all actives have a fitted effect of over 55% in size
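Overnight (16 hr) co-exposure of 2,000 cells/well to 5-fluorouridine and compound at 37 °C preceded detection. Luciferase was quantified via ONE-Glo luminescence; loss of signal denotes inhibition.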
The depositor's hits bear a star; ? = inconclusive; . = not tested or not shown; [ ] = another dose, or the depositor's remark. Unless noted, the call rests on the fitted dose curve; in most records, active means well fitted curve in the direction sought with a large enough effect; inconclusive means small, poorly fitted or top-dose-only effect, or another doubt; inactive means no such curve, though single readings can be large; an effect the other way counts as inactive or inconclusive. Not all compounds are listed (hit frequency here may not be typical).

The first 2 records as a preview:
SMILES	Mito fusion act	TCR activator	AT treatment	KCNH2 3.1 inh	TRPV1 agonist	USP2a block	hERG WT inh	ELG1 repair inh	Eya2 phos inh	TSHR antagonist
Cc1ccc(C)c(N2CCN(S(=O)(=O)c3ccc4c(c3)CC(C)N4C(=O)C3CC3)CC2)c1 (stereo not drawn)	25.4%	3.7%	1.1%	-18.8	5.7	-0.2%	-6.8	?	5.0%	-76.9*
O=C(COc1ccc(Cl)cc1)NCCC1=CCCCC1	-7.7%	8.5%	1.9%	3.2	?	0.8%	0.6	9.3%	10.2%	0.9

The list itself, repeating the preview:
SMILES	Mito fusion act	TCR activator	AT treatment	KCNH2 3.1 inh	TRPV1 agonist	USP2a block	hERG WT inh	ELG1 repair inh	Eya2 phos inh	TSHR antagonist
Cc1ccc(C)c(N2CCN(S(=O)(=O)c3ccc4c(c3)CC(C)N4C(=O)C3CC3)CC2)c1 (stereo not drawn)	25.4%	3.7%	1.1%	-18.8	5.7	-0.2%	-6.8	?	5.0%	-76.9*
O=C(COc1ccc(Cl)cc1)NCCC1=CCCCC1	-7.7%	8.5%	1.9%	3.2	?	0.8%	0.6	9.3%	10.2%	0.9
CN1CCN(c2ccc(S(=O)(=O)N3CCCCC3)cc2NC(=O)/C=C/c2ccc(OC(F)F)cc2)CC1	1.4%	2.2%	1.7%	-14.7	1.1	-1.8%	53.7	17.1%	10.1%	-4.1
CCOC(=O)c1nnc2cc(-c3ccccc3)nn2c1C	5.6%	0.5%	9.7%	4.0	0.2	1.7%	4.8	?	22.0%[15.4 µM]	-11.6
CS(=O)(=O)N1CCC(C(=O)Nc2c(F)cccc2F)CC1	-5.0%	-5.4%	-4.2%	32.1	-1.3	-0.1%	3.3	21.2%	6.5%	-0.6
CC(C)(C)S(=O)(=O)c1cnc2c(-c3ccc(Cl)cc3)cnn2c1N	-2.7%	1.4%	5.4%	-5.0	4.7	-1.0%	-1.0	7.9%	1.8%	4.4
C/C(=N\Nc1nc2ccccc2c(=O)n1O)c1ccco1	4.1%	2.4%	-8.0%	-3.7	-3.9	0.5%	-0.2	?	1.0%	-0.6
COc1ccc(NC(=O)c2nnn(Cc3cccc(F)c3)c2N)c(OC)c1	-8.0%	-0.2%	7.4%	1.5	8.1	-0.9%	6.7	12.5%	-0.6%	15.1
O=C(COC(=O)c1cc(Cl)nc(Cl)c1)Nc1ccc(Cl)c(S(=O)(=O)N2CCOCC2)c1	.	3.7%[46.1 µM]	4.9%	1.4	.	2.9%	7.5	8.5%	-16.8%	0.0
CCOC(=O)c1sc(NC(=O)c2cc3n(n2)C(C(F)(F)F)CC(c2cccs2)N3)c(C(=O)OCC)c1C (stereo not drawn)	2.5%	11.3%	9.6%	9.6	2.8	-2.4%	-18.6	?	-1.9%	5.1
Cc1cc2ccccc2c(=O)n1CC(=O)NCC(=O)N1CCN(c2cccc(Cl)c2)CC1	0.0%	-2.4%	0.0%	-17.3	-1.9	3.5%	9.0	2.9%	11.9%	-6.6
CCOc1ccc(N2CC(C(=O)NCc3ccc4c(c3)OCO4)CC2=O)cc1 (stereo not drawn)	-3.5%	1.1%	-3.5%	-12.6	1.1	-7.6%	-22.2	-14.0%	-23.4%	0.6
CCOC(=O)CSc1cc(C(F)(F)F)nc(-c2ccccn2)n1	-1.4%	4.7%	2.2%	-4.4	2.5	1.6%	22.7	8.3%	-3.2%	0.5
O=C(CCN1C(=O)/C(=C/c2ccco2)SC1=S)Nc1ccc(O)cc1C(=O)O	1.1%	7.7%	-2.7%	2.1	0.1	2.2%	-3.4	-1.2%	3.6%	-1.8
COc1cccc(NC(=O)CN(C)C(=O)c2ccc(NC3CC3)c([N+](=O)[O-])c2)c1	-2.9%	-1.5%	-3.1%	8.2	3.4	0.2%	14.5	1.4%	19.3%	4.0
Cc1ccc(NC(=O)C2CC(=O)N(CCc3ccccc3)C2)cc1Cl (stereo not drawn)	1.8%	2.4%	6.5%	19.9	?	-1.5%	0.4	14.9%	-11.4%	0.1
C/C(CCc1ccccc1)=N\NC(=O)CC(=O)NCCc1ccccc1	-6.0%	-2.4%[46.1 µM]	-3.0%	-14.6	-1.2	2.7%	-1.5	6.2%	8.8%	3.3
O=C(Nc1cc(=O)[nH]c(=O)[nH]1)c1cccc(C(F)(F)F)c1	5.4%	-4.5%	1.2%	1.7	2.1	-0.1%	11.7	-13.4%	4.8%	2.2
Cc1ccc(N2C(=O)N(CC(=O)Nc3cccc([N+](=O)[O-])c3C)C(=O)C2C)cc1 (stereo not drawn)	1.0%	-12.8%	1.2%	-18.8	8.3	0.9%	-1.5	9.7%	-20.9%	-2.4
COc1ccc(N2CCN(CCC(N)=O)CC2)cc1	0.7%	4.4%	1.1%	-0.2	1.5	-3.7%	0.7	5.0%	-14.4%	8.3
COc1ccc(-c2cc(C3CCN(Cc4ccc([N+](=O)[O-])cc4)CC3)[nH]n2)cc1	-8.0%	-4.8%	-5.0%	-112.3*	4.8	0.2%	-87.0*	?	-7.0%	6.8
CCN(CCNC(=O)C1CCN(c2nnc(-n3cccc3)s2)CC1)c1ccccc1	-1.4%	-1.9%	-6.6%	11.5	3.0	3.8%	-3.1	3.0%	-16.9%	0.2
COC(=O)Cn1c(CN2CCN(c3ccc(F)cc3)CC2)nc2c1c(=O)n(C)c(=O)n2C	0.0%	-1.6%	-15.2%	-0.7	.	-1.3%	-5.2	?	14.8%	-19.1
COc1ccc(-c2cc(=O)oc3c(C)c(OCC(=O)Nc4cccnc4)ccc23)cc1	-2.6%	-4.4%	1.9%	-2.9	1.5	-0.8%	16.3	-1.6%	-17.1%	-7.3
NC(=O)COc1ccc2cc(-c3ccccc3)c(=O)oc2c1	2.8%	7.5%	-2.1%	2.1	8.2	1.4%	-12.4	?	-6.2%	0.6
COc1ccc(C(C#N)c2ccc(Cl)nn2)cc1 (stereo not drawn)	-5.3%	-0.8%	3.8%	8.0	0.1	12.5%	12.0	0.1%	-23.3%	2.2
O=c1[nH]c2ccccc2nc1Cc1ccccc1	13.9%	-1.7%	.	1.9	-7.5	0.6%	-15.0	-7.6%	1.2%	40.5
O=C(O)c1csc(Cc2ccccc2)n1	-0.8%	.	2.0%	3.7	-0.3	2.6%	15.4	7.6%	4.1%	-10.7
O=c1cc(-c2ccc(Br)cc2)[nH][nH]1	5.7%	-11.4%	0.8%	9.0	0.2	-0.7%	-2.7	0.4%	-18.9%	-3.5
O=C(NCc1ccccc1)C(c1ccccc1)N(Cc1ccc2c(c1)OCO2)C(=O)Cc1cccs1 (stereo not drawn)	2.9%	-10.8%[46.1 µM]	3.2%	-5.1	2.4	-13.4%	5.6	16.4µM*	-2.9%	91.1
O=C(Nc1ccc(CN2CCOCC2)cc1)c1ccc(F)cc1	0.9%	7.9%	1.3%	-10.5	3.3	1.5%	1.1	?	-5.8%	4.9
Cc1ccc(S(=O)(=O)N2CCN(C(=O)CSC3CCCC3)CC2)c(C)c1	7.3%	0.0%	6.6%	-15.7	23.4	-1.0%	1.6	20.6µM*	-3.3%	8.6
O=c1[nH]ccc2c(O)cccc12	-10.0%	12.8%	.	4.5	.	.	0.2	.	2.4%	-12.3
Cc1nn(-c2ccc(Cl)c(Cl)c2)c(C)c1C(=O)O	-3.7%	-1.3%	1.5%	2.7	-2.2	-0.5%	-2.2	-1.0%	-6.8%	-1.1
O=C(C1=C[C@@H](c2ccc(Br)cc2)C[C@@H](OCc2ccc(CO)cc2)O1)N1CCN(Cc2ccc3c(c2)OCO3)CC1	6.2%	0.7%	11.3%	-32.8	?	-2.7%	?	?	-17.6%	-7.7
COc1ccccc1NS(=O)(=O)c1ccc2c(c1)NC(=O)C(C)S2 (stereo not drawn)	5.1%	2.7%	13.9%	6.2	-7.6	0.3%	-19.3	-9.2%	4.1%	13.4
Cc1cc(S(=O)(=O)Nc2ccc(C(=O)NCC3(N4CCCCC4)CCCCC3)cc2)ccc1F	-5.0%	-8.3%	2.2%	-48.2	-1.0	-0.2%	14.9	1.9%	5.3%	7.6
COc1ccc(Br)cc1CSC(=N)N	4.4%	1.1%	2.1%[11.5 µM]	-7.5	-1.0	1.1%	-16.3	-23.7%	3.5%	-1.0
Cc1ccc(S(=O)(=O)NC(=O)NCc2ccc3c(c2)OCO3)cc1	1.8%	-0.3%	1.4%	-19.7	-1.7	3.4%	-7.8	-7.0%	5.3%	0.1

Screening data: PubChem BioAssay, National Center for Advancing Translational Sciences (NCATS)
